TAAR1 antag – antagonists of human TAAR1 | Q96RJ0 | CHO RD-HGA16 TAAR1, Fluo-8 calcium fluorescence, antagonist | inhibition, % at 3 µM | 1.5% of 360,000 active;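 active = inhibition above a per-plate cutoff, the mean inhibition of test compounds on that plate plus 3 SD, cut at about 49% in these data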;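 also: 0% = DMSO plus EC80 beta-PEA response and 100% = DMSO alone without agonist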
Target sequence (Q96RJ0 whole entry, looked up): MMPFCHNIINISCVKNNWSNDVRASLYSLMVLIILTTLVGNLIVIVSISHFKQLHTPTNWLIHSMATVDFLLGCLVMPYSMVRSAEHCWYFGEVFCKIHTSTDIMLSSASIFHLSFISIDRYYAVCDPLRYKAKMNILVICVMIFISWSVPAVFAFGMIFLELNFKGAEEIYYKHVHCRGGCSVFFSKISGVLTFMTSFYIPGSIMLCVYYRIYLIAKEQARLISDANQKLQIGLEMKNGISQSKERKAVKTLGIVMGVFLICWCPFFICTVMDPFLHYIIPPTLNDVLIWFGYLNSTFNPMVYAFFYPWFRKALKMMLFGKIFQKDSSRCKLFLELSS
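Test system: CHO RD-HGA16 cells bearing hTAAR1 | Reagent: β-PEA, EC80 | Compound dosing: 3 µM, single point | Schedule: Dye loading 75 min at 37 °C, then 30 min room temperature | Signal: Calcium fluorescence with Fluo-8 | Evaluation: Percent inhibition of PEA-evoked calcium signal, max/basal emission ratio | Control set: DMSO-only wells and EC80 β-PEA-stimulated wells | Repeats: Singlicate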
CHRM1 antagonist – antagonists of human M1 muscarinic receptor | AID 588852 | CHO-K1 hM1, Fluo-8 calcium fluorescence, ACh EC80 antagonist | P11229 | 1.3% of 360,000 active | inhibition, % at 3 µM;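 active = percent inhibition above its own plate's cutoff, namely the mean of that plate's compound wells plus 3 SD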;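 also: peak over basal fluorescence ratio during 140 s after agonist addition; 0% = ACh EC80 plus DMSO and 100% = DMSO alone without agonist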
M1 PAM parental – nonselective activator or artifact in parental CHO-K1 calcium assay | ATP EC20, Fluo-8 calcium fluorescence; 0% at ATP EC20, 100% at ATP max | activation, % at 3 µM | 0.02% of 360,000 active | AID 602247;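 active = activation above the run cutoff, the mean activation of all test compounds plus 3 SD, cut at about 40% in these data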;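 also: peak over basal fluorescence ratio in a 140 s read after ATP addition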
CHO parental Ca – counter-screen for OX1R antagonists: effect in parental CHO cells; parental CHO-K1, ATP-induced calcium, Fluo-8 fluorescence; inhibition, % at 5.6 µM; 0.63% of 330,000 active;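 active = inhibition above that plate's mean sample inhibition plus 3 SD, cut at about 26% in these data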;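 also: 0% = ATP-challenged DMSO wells and 100% = DMSO wells without ATP; some compounds past the cut are filed as inactive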
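Measured by: calcium-sensitive Fluo-8 fluorescence / Test system: CHO parental line / Controls: ATP-challenged DMSO wells low, unchallenged DMSO wells high / Measure: % inhibition / Compound: single nominal dose of 5.6 µM per compound / Replicates: single well per compound, no replicates / Reagent: ATP as calcium-mobilizing challenge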
M1 ag parental – nonselective activator or artifact in parental CHO-K1 cells; activation, % at 3 µM; Fluo-8 calcium fluorescence; scaled to maximal ATP response, vehicle zero; 0.48% of 360,000 active; in the data active = activation above about 15%;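 also: untransfected CHO-K1 host cells lacking M1 receptor as counterscreen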
CHRM1 agonist – activates human CHRM1 receptor. P11229. CHO-K1 hM1, Fluo-8 calcium fluorescence, agonist mode; 0% DMSO, 100% acetylcholine EC100. activation, % at 3 µM. 0.33% of 360,000 active;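 active = activation above the run's mean compound activation plus 3 SD, cut at about 16% in these data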;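 also: peak over basal fluorescence ratio within a 140 s kinetic read after compound addition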
CHO-K1 Ca antag – counter-screen for M1 antagonists: effect in parental CHO-K1 cells; ATP-induced calcium, Fluo-8 fluorescence; inhibition, % at 3 µM; 0.6% of 360,000 active;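 active = inhibition above a per-plate cutoff, the plate's mean sample inhibition plus 3 SD, cut at about 24% in these data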;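 also: 0% = DMSO plus EC80 ATP and 100% = DMSO alone without ATP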
OXTR potentiate – human OXTR potentiation. P30559. CHO-OTR cells, Fluo-8 calcium fluorescence, potentiator mode; 0% = oxytocin EC15, 100% = EC100. 0.061% of 320,000 active. AID 2445. activation, % at 3 µM;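 active = activation above that plate's cutoff, the mean activation of tested compounds plus 3 SD, cut at about 6.6% in these data, passing the limit was not always enough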;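 also: 100% uses oxytocin at 75 nM as the full agonist control; some results filed as inactive read as strong as hits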
Target sequence (P30559 whole entry, looked up): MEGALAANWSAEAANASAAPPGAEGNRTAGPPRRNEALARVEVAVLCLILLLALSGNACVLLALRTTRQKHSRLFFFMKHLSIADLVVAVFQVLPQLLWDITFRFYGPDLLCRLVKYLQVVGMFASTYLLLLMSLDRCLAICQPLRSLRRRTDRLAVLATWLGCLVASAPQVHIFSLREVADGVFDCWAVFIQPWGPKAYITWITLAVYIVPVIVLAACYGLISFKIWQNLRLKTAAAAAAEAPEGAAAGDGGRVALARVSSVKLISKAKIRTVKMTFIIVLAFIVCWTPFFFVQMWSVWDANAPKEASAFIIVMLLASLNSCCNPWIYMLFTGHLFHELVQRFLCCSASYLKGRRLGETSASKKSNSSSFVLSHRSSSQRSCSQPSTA
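Replication – single well per compound, singlicate · Assay system – CHO cell line stably expressing human OTR · Timing – 6 min pre-incubation, 100 s read · Measure – normalized max/min fluorescence ratio, % activation · Doses – 3.0 µM, one dose · Detection – Fluo-8 calcium dye fluorescence · Probe or stimulus – oxytocin near EC15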
TAAR1 ag – human TAAR1 agonism; activation, % at 3 µM; CHO RD-HGA16 TAAR1, Fluo-8 calcium fluorescence; vehicle wells 0%, saturating PEA agonist 100%; 0.99% of 360,000 active; AID 624467; Q96RJ0;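 active = activation above the mean activation of all test compounds in the run plus 3 SD, cut at about 38% in these data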
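Assay system – CHO-derived RD-HGA16 cells with stable Gα16 and human TAAR1 · Compound dosing – one-point dosing at 3 µM (nominal) · Incubation – 17-24 h seeding, 75 min 37 °C dye, 30 min RT · Measured by – kinetic Fluo-8 calcium fluorescence · Control set – DMSO vehicle as 0%, PEA at EC100 as 100% · Repeats – single well for each compound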
The depositor's hits bear a star; . = no result given. Not a hit list, and some 4.2% of all compounds hit somewhere here.

SMILES	TAAR1 antag	CHRM1 antagonist	M1 PAM parental	CHO parental Ca	M1 ag parental	CHRM1 agonist	CHO-K1 Ca antag	OXTR potentiate	TAAR1 ag
CCOc1ccc(C2C(C(N)=O)=C(C)Nc3ncnn32)cc1OC (configuration not stated)	1	-11	3	-3	0.2	-3	-8	-9	0
CCn1nnnc1NCc1ccc(OCc2ccc(F)cc2Cl)c(OC)c1	-20	2	1	-5	0.9	-1	6	-17	3
CCC1CC(C)(C(=O)Nc2ccc(S(N)(=O)=O)cc2)OC1=O (configuration not stated)	-2	-8	17	10	0.5	-2	-2	-7	6
CCC(c1nnnn1C1CCCCC1)N1CCN(C2CCCC2)CC1 (configuration not stated)	-13	-22	22	-25	0.3	-4	-16	-4	3
O=C(CSc1nc2ccccc2s1)N1c2ccccc2Sc2ccc(Cl)cc21	1	-10	22	5	-0.6	2	-16	0	3
CC(=O)Nc1ccc(C(=O)N/N=C/c2ccc(F)cc2)cc1	4	-4	7	-6	-0.2	-4	-16	-7	7
OCCN1CN=C(Nc2nc3ccccc3s2)NC1	-3	2	24	-4	1.0	-2	-5	-5	14
COc1ccc(C2C(C(C)=O)=C(O)C(=O)N2CCCn2ccnc2)cc1 (configuration not stated)	-9	-1	1	-9	0.0	-4	-13	4	0
COc1cc(C2(O)CCCCC2C)cc(OC)c1OC (configuration not stated)	-18	-17	17	-3	-0.1	-9	-15	-7	1
CCOc1ccc(C(=O)NN2C(=S)NC(C)(C)C=C2C)cc1	-35	-10	23	-14	1.4	-4	-19	-2	7
COc1ccc([C@H]2CC(=O)C=C(c3cccc(CO)c3)C2)cc1OC	7	1	13	-7	3.5	0	-20	-5	6
Cc1noc(C)c1S(=O)(=O)N(C)C[C@H]1Oc2ccc(NC(=O)CCC(F)(F)F)cc2C(=O)N([C@H](C)CO)C[C@@H]1C	10	-8	-21	3	-0.1	-10	14	-5	1
CCOC(=O)N1CCC(Nc2c(NCCCN3CCN(CC)CC3)c(=O)c2=O)CC1	0	13	13	3	0.5	-5	-10	-12	2
Cc1onc(-c2ccccc2)c1CNC(=O)CN1C(=O)c2ccccc2C1=O	-18	4	6	0	0.4	-4	-8	1	0
O=C(CSc1nnc(Cc2ccccc2)o1)c1ccc(F)cc1	-20	4	-13	-31	0.0	1	14	-1	-1
Cc1ccc(OC(=O)c2sc3ncn(C)c(=O)c3c2C)cc1	-3	-11	-3	-1	2.2	2	-6	-14	0
C=CCNc1sc(C(=O)c2cccs2)c(N)c1C#N	2	6	4	7	0.1	-3	-1	-5	1
CCOC(=O)CNC(=O)C1c2ccccc2C(=O)N(c2ccc(OC)cc2)C1c1ccc(OC)cc1 (configuration not stated)	3	-5	6	-21	0.3	-1	-13	-3	20
CN(C)CCSc1nnc2sc3ccccc3n12	18	0	5	-5	0.3	-1	-3	-12	0
C[C@@H]1CN([C@H](C)CO)C(=O)c2cc(NC(=O)Cc3ccccc3)ccc2O[C@H]1CN(C)Cc1ccc(Oc2ccccc2)cc1	41	10	3	-19	0.6	-12	-8	-3	11
CCC(C)[C@H](NC(=O)[C@@H]1CSC2c3ccccc3C(=O)N21)C(=O)NCc1ccco1 (some centres not stated)	-8	2	9	-19	0.5	-3	-14	-14	2
Cc1ccc(NC(=O)C2CCCN2C(=O)OCc2ccccc2)cc1C (configuration not stated)	-12	-6	-19	-19	2.2	-3	-9	-4	-2
CC(CC(=O)C1C(C)C=CCC1(C)C)NNC(N)=O (configuration not stated)	1	-6	1	-5	0.2	-6	-1	-7	4
CCOc1cc(NC(=O)c2ccccc2C(=O)O)c(OCC)cc1NC(=O)c1ccccc1F	-4	-9	17	-10	4.1	-2	-11	0	-1
CC(C)C(=O)NC(c1ccc(N(C)C)cc1)c1c(O)ccc2ccccc12 (configuration not stated)	-11	-1	17	-17	1.0	-1	-14	0	4
C=CCn1c(SCC(=O)/C(C#N)=C(\C)N)nnc1C1CCCCC1	2	-17	21	-13	0.2	-1	-20	-2	9
Cc1ccc(S(=O)(=O)NC(=O)Nc2nnc(C3CC3)s2)cc1	2	1	15	8	0.2	-2	-4	-3	0
CC1CCCN(C(=O)c2ccc3c(c2)OCO3)C1 (configuration not stated)	-21	-13	-5	-6	0.2	1	8	-11	3
O=C(OCC(=O)N1CCCC1)c1ccco1	-10	-9	8	10	0.0	-1	-11	-14	-2
COc1ccc(OCC(=O)Nc2ccc(NC(=O)c3ccco3)c(C)c2)cc1	-9	-10	19	.	2.1	-4	-11	.	2

5 of these compounds in another layout.
Below each SMILES: TAAR1 antag | CHRM1 antagonist | M1 PAM parental | CHO parental Ca | M1 ag parental | CHRM1 agonist | CHO-K1 Ca antag | OXTR potentiate | TAAR1 ag
- Cc1ccc(NC(=O)C2CCCN2C(=O)OCc2ccccc2)cc1C (configuration not stated)
    -12 | -6 | -19 | -19 | 2.2 | -3 | -9 | -4 | -2
- CC(CC(=O)C1C(C)C=CCC1(C)C)NNC(N)=O (configuration not stated)
    1 | -6 | 1 | -5 | 0.2 | -6 | -1 | -7 | 4
- CCOc1cc(NC(=O)c2ccccc2C(=O)O)c(OCC)cc1NC(=O)c1ccccc1F
    -4 | -9 | 17 | -10 | 4.1 | -2 | -11 | 0 | -1
- CC(C)C(=O)NC(c1ccc(N(C)C)cc1)c1c(O)ccc2ccccc12 (configuration not stated)
    -11 | -1 | 17 | -17 | 1.0 | -1 | -14 | 0 | 4
- C=CCn1c(SCC(=O)/C(C#N)=C(\C)N)nnc1C1CCCCC1
    2 | -17 | 21 | -13 | 0.2 | -1 | -20 | -2 | 9

(further entries)
SMILES	TAAR1 antag	CHRM1 antagonist	M1 PAM parental	CHO parental Ca	M1 ag parental	CHRM1 agonist	CHO-K1 Ca antag	OXTR potentiate	TAAR1 ag
CCOC(=O)N1CCN(Cc2ccc(F)cc2F)CC1	-33	-8	9	-6	0.1	-5	-7	0	3
COCCn1c(SCC(=O)Nc2ccc(OC)c(S(N)(=O)=O)c2)nc2ccccc2c1=O	-8	-26	18	-21	0.9	-3	-13	1	3
CC(Cc1ccco1)NC(=O)c1ccc(C(F)(F)F)cc1 (configuration not stated)	-19	-7	-7	-10	-0.5	-5	7	-1	-1
C[C@H]1CN([C@@H](C)CO)C(=O)c2cc(NS(=O)(=O)c3ccc(Cl)cc3)ccc2O[C@@H]1CN(C)CC1CCCCC1	3	-14	9	-28	0.5	-4	-13	5	-1
COc1cccc(/C=N\Nc2nncc(-c3ccccc3)n2)c1	14	-9	8	-16	0.3	-3	-7	-5	1
CCOC(=O)C1=C(Cc2ccc(F)cc2)C(=O)c2ccccc2C1=O	52*	21	22	-14	4.6	-1	-4	-2	31
CN(C)c1[nH]c(=O)c(C#N)c2c1CCN2Cc1ccccc1	6	3	17	-6	0.0	-5	-3	-4	5
COC(=O)/C(C#N)=C/c1c(-c2ccccc2)nc2n1CCS2	-2	-20	12	-5	0.2	-3	-13	-8	-1
O=C(OC(C(=O)Nc1ccc(Cl)c(C(F)(F)F)c1)c1ccccc1)C1=COCCO1 (configuration not stated)	-12	5	-13	-3	-0.3	-4	14	-7	1
Cc1ccc(C(=O)N2CCN(c3ccc(C(F)(F)F)cn3)CC2)o1	-4	8	-18	-8	3.2	-6	6	-10	7
CC1(C)CNC(=O)c2sc(N3CCCCC3)nc2C1	1	-3	10	-2	0.3	-6	0	-3	3
O=C(O)CN1CCN(Cc2ccccc2Cl)C1=O	-14	-10	2	1	0.4	-3	-4	-7	9
COCCCNc1ncnc2sc3c(c12)CCC(C)C3 (configuration not stated)	9	3	-5	-9	-0.1	-4	30*	1	-2
CCCc1cc2c(cc1NC(=O)c1ccc(C)cc1)OCO2	-10	4	14	7	0.0	-4	-8	-28	4
CCOC(=O)c1sc(N2C(=O)C(O)=C(C(=O)c3ccco3)C2c2ccc([N+](=O)[O-])cc2)nc1C (configuration not stated)	-29	-10	-9	-17	-0.4	0	4	-9	3
Cc1ccccc1-c1nc(-c2ccc(NC(=O)c3ccc(Br)o3)cc2)no1	6	2	-8	-9	0.2	-2	4	-6	5
Cc1c(C(=O)NCCSc2ccc(Cl)cc2)cccc1[N+](=O)[O-]	-11	3	9	-4	1.6	-7	2	-2	0
O=c1[nH]c2ccccc2nc1/C=C/c1ccc(O)cc1	-3	5	16	.	3.3	1	2	.	8
CCCCn1c(=O)nc2n(-c3ccc(C)cc3)c3ccccc3cc-2c1=O	-18	3	11	-18	-0.1	-4	-4	-8	-1
CCN1CCN(CCCNC(=O)CNC(=O)c2nn(-c3ccc(OC)cc3OC)c(=O)c3ccccc23)CC1	-8	13	-15	-7	0.5	-7	-7	-6	1
O=C(c1cccc(S(=O)(=O)N2CCc3ccccc32)c1)N1CCN(c2ccccc2)CC1	-12	-9	6	.	1.6	-2	-1	.	2
O=C1OC[C@@H]2CCCN2C(=O)[C@@H](CC(=O)N(CCO)Cc2ccccc2)C/C=C\CC[C@H]1Cc1ccc(F)cc1	49	9	11	-19	4.4	-6	-9	-10	16
O=C(NCc1ccccc1)C1=C[C@H](C2CCCCC2)C[C@H](OCc2ccc(CO)cc2)O1	-9	3	28	-22	1.2	-4	-12	-1	1

Structural class, those above containing an aryl thioether with sulfur outside any ring (six)
SMILES	TAAR1 antag	CHRM1 antagonist	M1 PAM parental	CHO parental Ca	M1 ag parental	CHRM1 agonist	CHO-K1 Ca antag	OXTR potentiate	TAAR1 ag
O=C(CSc1nc2ccccc2s1)N1c2ccccc2Sc2ccc(Cl)cc21	1	-10	22	5	-0.6	2	-16	0	3
O=C(CSc1nnc(Cc2ccccc2)o1)c1ccc(F)cc1	-20	4	-13	-31	0.0	1	14	-1	-1
CN(C)CCSc1nnc2sc3ccccc3n12	18	0	5	-5	0.3	-1	-3	-12	0
C=CCn1c(SCC(=O)/C(C#N)=C(\C)N)nnc1C1CCCCC1	2	-17	21	-13	0.2	-1	-20	-2	9
COCCn1c(SCC(=O)Nc2ccc(OC)c(S(N)(=O)=O)c2)nc2ccccc2c1=O	-8	-26	18	-21	0.9	-3	-13	1	3
Cc1c(C(=O)NCCSc2ccc(Cl)cc2)cccc1[N+](=O)[O-]	-11	3	9	-4	1.6	-7	2	-2	0

High-throughput results: PubChem, The Scripps Research Institute Molecular Screening Center
